TAG inh: inhibitors of triacylglycerol accumulation; H9c2 cells, Nile Red lipid (TAG) fluorescence; cells loaded with 200 µM oleic acid; inhibition, % at 12.5 µM; 230,000 tested, 0.66% active; AID 651582;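 active = pattern-corrected inhibition of lipid staining of at least 50% with the nuclear-stain viability signal not falling by more than 50%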;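 note: 0% = DMSO wells and 100% = triacsin C control wells; some results filed as inactive read as strong as hits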
TAG inh DAPI viability: further read-out of TAG inh, marked with its call; DAPI nuclei signal change (viability), lower = more cytotoxic, %;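 whole-well DAPI fluorescence read on a plate reader as a viability signal; minus 50 percent equals half of cells still viable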
* hit, by the source's call. An excerpt, so the mix of outcomes need not match the whole.

smiles	TAG inh	TAG inh DAPI viability
CSCCC(NC(=O)c1cccc([N+](=O)[O-])c1)C(=O)OCC(=O)N1CCCC1=O (stereo not given)	1	-3
Cc1c(-c2nnc(-c3ccc(C(F)(F)F)cc3)o2)cnn1-c1ccccc1	-7	-1
O=C(CCS(=O)(=O)c1ccccc1)N1CCN(c2ccccc2F)CC1	-17	1
CO/N=C(/CS(=O)c1ccc(Br)cc1)c1ccc(OC)cc1 (stereo not given)	-5	-5
Cc1oc(-c2ccc(Cl)cc2)nc1CN1CCC(C(=O)NCCCN2CCOCC2)CC1	7	30
O=C(Nc1nnc(-c2ccncc2)o1)C1CCCCC1	12	-1
COC(=O)COc1ccc(-c2nn(C)c(=O)c3ccccc23)cc1	-4	9
COc1ccc(COC(=O)CCN=C2NS(=O)(=O)c3ccccc32)cc1F	-2	-5
O=C(Nc1ccc2c(c1)OCO2)c1csc(COCCO)n1	-14	6
CCN(C(=O)C(C)Sc1nnc(-c2ccncc2)n1C)C1CCCCC1 (stereo not given)	10	-5
CCCCOc1ccccc1/C=N/NC(=O)CC#N	10	-6
Cc1cc(Cl)ccc1NNC(=O)c1c(C)noc1C	8	-9
COc1ccccc1N1CCN(CC(=O)c2c(C)n(C)c3ccccc23)CC1	9	2
O=C(NNC(=O)c1cc(-c2ccncc2)nc2ccccc12)c1ccccc1O	-6	-10
O=C(NCCc1csc(-c2cccnc2)n1)c1c(F)cccc1F	-5	6
Cc1noc(NS(=O)(=O)c2ccc(NC(=O)C34CC5CC(C3)CC(n3cnc(Cl)n3)(C5)C4)cc2)c1C	0	4
O=C(CSc1nccn1-c1ncc(C(F)(F)F)cc1Cl)c1ccc(Cl)cc1	-8	0
CN(C)c1nc(Cl)nc2c1nc(Cl)n2C1CCCCO1 (stereo not given)	-2	9
CCCc1cc(=O)n2[nH]c(Cc3ccccc3)nc2n1	-20	9
COc1ccc(N(CC(=O)Nc2ccc3c(c2)OCCO3)S(=O)(=O)c2c(C)noc2C)cc1	-6	4
CN(C(=O)c1cccc(NC(=O)Cc2ccc([N+](=O)[O-])cc2)c1)C1CCCC1	-35	2
Cn1c(=O)n(C)c2cc([N+](=O)[O-])c(N3CCN(C(=O)c4ccc(F)cc4)CC3)cc21	-25	6
Cc1ccc(-n2c(=O)c3c4c(sc3n3c(C)nnc23)COC(C(C)C)C4)cc1 (stereo not given)	27	-6
Cc1cccc(C)c1N1CCN(C(=O)N2CCOCC2)CC1	-5	1
Cc1ccc(C)c(NC(=O)CCC(=O)N/N=C/c2cc([N+](=O)[O-])ccc2O)c1	4	-19
O=C(NCCCN1CCOCC1)c1cc(S(=O)(=O)N2CCOCC2)c(Cl)cc1Cl	-4	3
Cc1ccc(C)n1N1C(=O)/C(=C\c2ccc(Cl)cc2)SC1=S	10	-9
N#Cc1cc2c(nc1SCC(=O)O)CCCCC2	7	-6
C[C@H]1CN([C@@H](C)CO)C(=O)CCCn2nncc2CO[C@@H]1CN(C)C(=O)Nc1ccc(N2CCCCC2)cc1	10	1
CC1CCN(C(=O)c2[nH]cnc2C(=O)N2CCN(C(=O)OC(C)(C)C)CC2)CC1	-2	-7
Cc1sc(N)nc1-c1cccs1	12	1
C[C@@H]1CN([C@H](C)CO)C(=O)CCCn2nncc2CO[C@H]1CN(C)Cc1ccc(O)cc1	1	-3
CN(C)CCC(=O)N1C/C(=C/c2ccccc2)C(=O)/C(=C\c2ccccc2)C1	44	-27
CC(=O)Nc1ccc(N2N=C(C)C(N=Nc3ccccc3)C2=O)cc1 (stereo not given)	-22	16
O=C(c1ccccc1)c1nccc2ccccc12	8	-6
CCOc1ccccc1N1CCN(Cc2cnc(-c3ccccc3)[nH]2)CC1	8	2
O=C(OCC(=O)N1CCN(c2ccccc2)CC1)c1ccc(Cl)cc1[N+](=O)[O-]	24	-2
N/C(=N\OC(=O)c1cc(Br)ccc1Cl)c1ccccn1	-7	1
CCCCCN(C(=O)CCC(=O)OCC(=O)N1CCC(C)CC1)c1c(N)n(CCCC)c(=O)[nH]c1=O	-2	-2
COc1ccc(CNc2ncc(-c3ccc(F)cc3)n2C)cc1OC	4	-5
CCC(CC)C(=O)c1c[nH]c(C(=O)N2CCN(c3ccccc3F)CC2)c1	1	-6
COc1ccc(CNC(=O)Nc2nc(C(N)Cc3ccc(Cl)cc3)cs2)cc1 (stereo not given)	50*	-15*
Cc1ccc(S(=O)(=O)NNC2=NCCCCC2)cc1	-5	-3
O=C(COC(=O)/C=C/c1ccc(F)cc1)Nc1ccc(Cl)cn1	-5	5
COc1ccc(CCN(C)C(=O)COc2cccc(-n3cnnn3)c2)cc1OC	-8	-3
O=C(NC1CCNCC1)C1CC1	-20	0
OCCSc1nc(-c2cccnc2)nc2ccccc12	14	-9
CCn1cc(C(=O)O)c(=O)c2cc(F)c(N3CCN(C(=S)NC(=O)c4ccccc4)CC3)cc21	2	1
Cc1ccc2c(c1)-c1c(cnn1CC(=O)O)CO2	1	-4
CCc1nc2ccc(C(=O)Nc3cccc(OC)c3)cn2c1N(CC)CCOC	-1	6
Cc1c(C(=O)Nc2c(C)n(C)n(-c3ccccc3)c2=O)oc2ccccc12	9	-7
COc1ccc(NC(=O)CN2CCN(CC#N)CC2)cc1	10	0
CCc1nnc(NC(=O)c2oc3ccccc3c2COC(C)C)s1	0	3
Cc1ccc(SCC(=O)Nc2ccc(S(N)(=O)=O)cc2)cc1	9	-3
O=C(O)[C@@H](O)c1ccccc1	4	-1
O=C1CC(C(=O)Nc2ccccc2)N=C(N2CCOCC2)N1 (stereo not given)	3	-4
CN1CCN(c2ccccc2NC(=O)c2ccc(-c3ccccc3[N+](=O)[O-])o2)CC1	-2	16
Cc1ccc2c(c1)c1c(n2CC(O)CN2C(=O)CNC2=O)C(=O)CCC1 (stereo not given)	15	2
Cc1cc(C)c2nc(NCCCNC(=S)NCCCN(C)C)c(C#N)cc2c1	14	73
CCCS(=O)(=O)NC(=O)C1(C)CCCN(C(=O)c2ccc3snnc3c2)C1 (stereo not given)	10	-2

A different layout for some results above:
Every second line gives: TAG inh, TAG inh DAPI viability
- Cc1noc(NS(=O)(=O)c2ccc(NC(=O)C34CC5CC(C3)CC(n3cnc(Cl)n3)(C5)C4)cc2)c1C
  0, 4
- O=C(CSc1nccn1-c1ncc(C(F)(F)F)cc1Cl)c1ccc(Cl)cc1
  -8, 0

More structures follow.
smiles	TAG inh	TAG inh DAPI viability
COc1cccc(NC(=O)COC(=O)c2ccccc2C(=O)N2CCN(c3ccccc3)CC2)c1	7	0
COc1ccc(-c2ccc(C(c3c(C)[nH][nH]c3=O)c3c(C)[nH][nH]c3=O)o2)c([N+](=O)[O-])c1	-3	2
CCOCCCNC(=O)c1c[nH]c2cc(C)ccc2c1=O	3	1
COc1ccc(Cl)cc1NC(=O)CSc1nc2[nH]ncc2c(=O)[nH]1	2	7
CC1(C(=O)Nc2ccc3c(c2)OCCO3)CCN1C(=O)C1(c2ccc(Cl)cc2)CCC1 (stereo not given)	18	-4
O=C(CCCSc1nc2ccccc2s1)NCc1ccco1	12	5
O=C(CCn1c(=O)[nH]c2ccsc2c1=O)N1CCN(Cc2ccc3c(c2)OCO3)CC1	-17	0
CC(C(=O)NCCN1C(=O)S/C(=C\c2cccnc2)C1=O)N1C(=O)c2ccccc2C1=O (stereo not given)	-5	-7
COc1ccc(C(C(=O)NC(C)(C)C)N(Cc2ccco2)C(=O)CCC(=O)Nc2cc(C)on2)cc1 (stereo not given)	56*	19*
Cn1cc(-c2nnnn2-c2ccccc2)c(=O)c2ccccc21	-4	-2
CC(=O)OC1[C@H](Oc2c(O)c(C)c3c4c2[C@@H](C)CC[C@@H]4[C@@H](C)C[C@@H]3C=C(C)C)OC[C@@H](O)[C@@H]1O (stereo not given in full)	9	-10
Cc1ccc(-c2nc(=S)c3c(n2Cc2cccnc2)CC(C)(C)OC3)cc1	2	14
OC(CC#CCN1CCCCC1)(c1ccccc1)c1ccccc1	13	-14
COC(=O)c1c(NC(=O)CN2C(=O)C(=O)N(C(C)C)C2=O)sc(C)c1C	4	-3
CCOC(=O)N1CCc2c(sc(NC(C)=O)c2C(N)=O)C1	1	4
Cc1ccc(NC(=O)CSc2ccccc2)cc1S(=O)(=O)N1CCOCC1	-6	0
CCc1cc2cc(C)cc(C)c2nc1SCC(=O)Nc1cc(C)on1	-4	-3
COc1ccc(CCC(=O)NNC(=O)Nc2ccc(C(C)=O)cc2)cc1	2	2
Cc1sc2nc(COC(=O)c3cccc(OC(F)F)c3)[nH]c(=O)c2c1C	4	-1
Nc1nn2cc(-c3ccccc3)nc2c2ccccc12	12	101
O=C(CC1CCCC1)NNC(=O)c1ccc(F)cc1	14	1
O=C(CSc1nnc2ccccn12)Nc1ccc2c(c1)OCCO2	2	13
CCOc1cc2c(cc1O)CCC1C2CCC2(C)C(O)CCC12 (stereo not given)	73*	-26*
CCC(Cc1ccccc1)NC(=O)CCc1ccccc1 (stereo not given)	-3	-5
COc1ccc(C(=O)N/C(=C\c2ccc3c(c2)OCO3)C(=O)Nc2ccc(C(=O)O)cc2)cc1	5	5
CCc1ccc(C2CC(c3ccccc3Cl)Nc3nc(N)nn32)cc1 (stereo not given)	10	-1
N#C/C(=C\c1ccc(-c2ccc([N+](=O)[O-])cc2)o1)C(=O)Nc1nc(-c2cccs2)cs1	2	-3
Cc1ccc(SCc2cc(=O)[nH]c(N3CCN(Cc4ccccc4)CC3)n2)cc1	3	-9
Cc1cc(=O)n2nc(N3CCCC(C(=O)NCCCN4CCc5ccccc5C4)C3)sc2n1 (stereo not given)	5	0
CCOc1ccc(S(=O)(=O)N2CCOCC2)cc1NC(=O)CN1C(=O)NC(C)(C2CC2)C1=O (stereo not given)	-7	3
CC(=O)/C=C/c1ccc(C)o1	8	-6
CCN(Cc1ccccc1)C(=O)COC(=O)c1cc(S(=O)(=O)Nc2c(C)n(C)n(-c3ccccc3)c2=O)ccc1C	-4	-1
CC(=O)Nc1ccc(N=NN2CCOCC2)cc1	-4	-2
COc1ccc(C2=NOC(CNC(=S)N3CCOCC3)C2)cc1 (stereo not given)	-11	-3
Cc1c(NC(=O)C(C)OC(=O)CCc2ccccc2)c(=O)n(-c2ccccc2)n1C (stereo not given)	-15	8
O=C(Nc1ccc(Oc2ncccn2)cc1)c1ccco1	2	11
Cc1ccccc1OCCC(=O)Nc1ccc(N2CCOCC2)cc1N1CCOCC1	11	-4
COc1ccccc1NC(=O)N1c2ccc(F)cc2CCC1C (stereo not given)	-5	0
CC(C)S(=O)(=O)NC(=O)C1(C)CCN1C(=O)Cc1ccccc1Cl (stereo not given)	-16	7
Cn1c(N)c(C(=O)COC(=O)c2cnc(Cl)c(Cl)c2)c(=O)n(C)c1=O	9	-2
CCCCn1c(N)c(N(CCOC)C(=O)CC(NC(=O)c2ccccc2Cl)c2ccccc2)c(=O)[nH]c1=O (stereo not given)	-15	6
CCOc1ccc(CN2CCN(Cc3cn(CC)nc3C)CC2CCO)cc1 (stereo not given)	-6	4
O=C1SCCC1NS(=O)(=O)c1ccccc1[N+](=O)[O-] (stereo not given)	-8	2
COCCN1C(=O)Cc2c1nc(N)c1c(N)nc(N3CCN(c4ccc(F)cc4)CC3)c(C#N)c21	11	7
O=C(COC(=O)c1cc(S(=O)(=O)N2CCOCC2)ccc1Cl)NC1CC1	6	2
O=C(c1ccc(CNS(=O)(=O)c2ccccc2)cc1)N1CCN(c2ccccn2)CC1	20	-2
CC(C)(C)C(=O)CSc1ccc(S(=O)(=O)N2CCN(Cc3ccccc3)CC2)cn1	0	7
COC(=O)CC1C(=O)NCCN1C(=O)c1sc2ccccc2c1Cl (stereo not given)	13	-10

Six structures already listed, arranged by formula weight, descending:
smiles	TAG inh	TAG inh DAPI viability
COc1ccc(N(CC(=O)Nc2ccc3c(c2)OCCO3)S(=O)(=O)c2c(C)noc2C)cc1	-6	4
COC(=O)CC1C(=O)NCCN1C(=O)c1sc2ccccc2c1Cl (stereo not given)	13	-10
COc1ccc(CNc2ncc(-c3ccc(F)cc3)n2C)cc1OC	4	-5
O=C(COC(=O)/C=C/c1ccc(F)cc1)Nc1ccc(Cl)cn1	-5	5
O=C1CC(C(=O)Nc2ccccc2)N=C(N2CCOCC2)N1 (stereo not given)	3	-4
CCCCOc1ccccc1/C=N/NC(=O)CC#N	10	-6

(more compounds)
smiles	TAG inh	TAG inh DAPI viability
O=C(O)c1ccc(Cl)c(NC(=S)NC(=O)c2cccc(COc3ccccc3)c2)c1	6	-6
CCn1c(-c2csc(-c3ccccc3)n2)n[nH]c1=S	7	1
COc1ccc(C(=O)OCC(=O)NC(=O)NC(C)C)cc1OC	6	-6
Cc1ccc(Cl)cc1N1CCN(C(=O)c2ccc(NS(=O)(=O)c3c(C)noc3C)cc2)CC1	7	3
Cc1cc(C(F)(F)F)n(-c2nc(C(=O)N/N=C/c3ccc(F)cc3)cs2)n1	-9	11
O=C(NCCCN1CCCC1=O)c1cccc(S(=O)(=O)Nc2ccc(Br)cc2)c1	11	-5
CCCCn1c(N)c(N(CC(C)C)C(=O)c2cccs2)c(=O)[nH]c1=O	10	-5
CCC(C)Nc1nnnc2c1sc1nc3c(cc12)COC(C)(C)C3 (stereo not given)	25	-10
CC(=O)Nc1ccc(C(=O)N/N=C/c2ccccc2OC(=O)c2ccc(Cl)cc2)cc1	11	-4
O=C(OCC(=O)N1CCOCC1)c1ccc2[nH]c3c(c2c1)CCCC3	10	0
Cc1ccc([C@H]2C[C@H](O)[C@@H](n3cc(COC(=O)c4ccccc4)nn3)CN2CC2CCCCC2)cc1	0	2
